# From PubChem BioAssay
# All columns: NCI-60 one-dose screen, growth in % after 48 h at 10 µM unless noted; 100 = growth as untreated, 0 = no growth, -100 = all killed.
# HL-60(TB): HL-60(TB) leukemia cells. hit rate 9% among 78,000. AID 1794776; active = growth percent below 10
# * hit, by the source's call; & = joins results of further samples; ! = not confirmed by another sample; [ ] = another dose, or the depositor's remark. Some of the compounds tested; the hit share may differ from the screen's.
SMILES,HL-60(TB)
C=CCNc1nc(-c2ccccc2)c(C2(O)C(=O)Nc3ccc([N+](=O)[O-])cc32)s1 (configuration not stated),100
Cc1cccc(C2=CCCCC2)c1,102
CCOC(=O)C1=C(C)N=C2Sc3cc(OC)ccc3N2C1c1ccccn1 (configuration not stated),84
Cc1onc(-c2c(F)cccc2Cl)c1C(=O)OCc1c(F)cccc1Cl,98
CCCCN(N=C(c1ccccc1)c1ccccc1)c1ccccc1,117
Cc1cc2c(cc1C)-n1c(C)cc(=O)n1C(c1ccc3c(c1)OCO3)N2 (configuration not stated),104
CC1CC(C)/C(=N/NC(N)=O)C(C(O)CC2CCC(=O)NC2=O)C1 (configuration not stated),40
CCOC(=O)c1c(NC(=S)NC)sc2c1CCCC2,56
CC(C)C[C@@H]1NC(=O)[C@@H](NC(=O)[C@@H]2CCC(=O)N2)[C@H](C(C)C)c2ccc3c4c([nH]c3c2)-n2cnc(c2)C[C@@H](C(=O)O)NC(=O)[C@@H](CCCN=C(N)N)NC(=O)[C@@H]2CCCN2C(=O)[C@H](C4)NC(=O)[C@H](C(C)C)NC1=O,94
C#CC(C)OCC1CO1 (configuration not stated),103
O=C1NC(=O)C(CCOc2ccccc2)(CCc2ccccc2)C(=O)N1,74
Cc1ccc2oc(=O)cc(-c3sc(N4CCCC4)nc3-c3ccccc3)c2c1,102
NNc1ccc(S(N)(=O)=O)cc1,76
Cc1nn(-c2ccccc2)c(Sc2nnc(Nc3c(C)n(C)n(-c4ccccc4)c3=O)s2)c1C=O,99
COc1cc2nc(-c3ccc(Cl)cc3)cc(OCCN3CCC(O)CC3)c2cc1OC,92
ClCCN(CCCl)c1ccc(/C=C/c2ccncn2)cc1,79
CN1CCN(C(=O)[C@]2(C)CC[C@]3(C)CC[C@]4(C)C(=CC[C@@H]5[C@@]6(C)C/C(=C/c7ccco7)C(=O)C(C)(C)[C@@H]6CC[C@]54C)[C@@H]3C2)CC1,54
COc1cc(CNC(=O)CCCC/C=C/C(C)C)ccc1C(=O)NN,92
CCn1cc(C(=O)O)c(=O)c2cc(F)c(N3CCN(CC(=O)Nc4ccc(S(=O)(=O)Nc5nccc(C)n5)cc4)C(C)C3)c(F)c21 (configuration not stated),115
CCCC(=O)c1ccc(C)s1,106
Cc1ccc(C(=O)Nc2nc3c(s2)CN(Cc2ccccc2)CC3)cn1,93
CCOCCCCC(C)(C)O,101
NC(N)=NC(N)=NCCc1c[nH]c2ccc(O)cc12,109[100 µM]
COc1ccc(C2=NN(C=O)C(c3ccc(Oc4nc5c(c(=O)n(C)c(=O)n5C)n4C)c(OC)c3)C2)cc1 (configuration not stated),90
CC[C@@H](C)/C=C(C)/C=C/C(O)=C1\C(=O)N[C@@H](Cc2ccc(OC(=O)[C@@](OC)(c3ccccc3)C(F)(F)F)cc2)C1=O,8.3*
CC(C)C(=O)Nc1ccc(-c2nc(-c3cccc(O)c3)c(-c3ccnc(Br)c3)[nH]2)cc1,-40*
NS(=O)(=O)c1ccc(-n2nc(-c3ccc(Cc4ccccc4)cc3)ccc2=O)cc1,110
CC(c1ccccc1)C(C)(C)O (configuration not stated),94
CC(C)=CCc1c(O)c(C(=O)CC(C)COC(=O)/C=C/c2ccccc2)c(O)c2c(-c3ccccc3)cc(=O)oc12 (configuration not stated),76
COc1ccc(C2CC(c3cccc(Nc4nc(Cl)nc5cc(OC)c(OC)cc45)c3)=NN2C=O)cc1 (configuration not stated),102
O=C(O)CCCCCC1=CCCCC1,146
O=C1/C(=C/C(Cl)=C/c2ccccc2)SC(=S)N1CCc1ccc(O)cc1,-7.2*
Cc1cc2oc(/C=C/c3ccccc3)cc(=O)c2c(C)c1Cl,81
CCCCCCN1C(=O)C2CCC(=O)N2C1N(C)C (configuration not stated),101
O=S(=O)(O)c1ccc(Nc2ccccc2)cc1,92
Nc1cccc(OCCCCCOc2cccc(N)c2)c1,42
CSc1nnc2sc3cc(C)ccc3n12,106
O=C(O)c1cc2n(n1)CC(c1ccccc1)N2 (configuration not stated),109
NC(N)=N/N=C\c1c[nH]c2ccccc12,112
C/C=C/CNc1ccccc1,95
C=CCN(CC#N)CC=C,106
Cc1ccc(C)c(C(O)(c2cc(C)ccc2C)C2(O)CCCCC2)c1,97
O=C(CNc1nc(-c2cccc([N+](=O)[O-])c2)cs1)Nc1cccc(Cl)c1,105
COc1cc(CN(c2ccc(C)cc2)C2OC(=O)c3ccccc32)cc(OC)c1OC (configuration not stated),-30*
CCCCCC(Cl)(CCCC)CCCCC,99
Cc1ccc(C(=O)C/C(=C/c2ccc(-c3ccc(Cl)cc3)o2)C(=O)NCc2ccccc2Cl)cc1,103
CC(C)N(Cc1ccccc1)c1c(Cl)ssc1=O,113
N#Cc1c(-c2cccc(F)c2)cc(-c2ccc(Br)s2)[nH]c1=O,67
CCOc1ccc(-n2nc(C(=O)NCc3ccc(OC)c(OC)c3)nc2-c2cc(OC)c(OC)c(OC)c2)cc1,91
CCCCOc1ccc(NC(=O)CCl)cc1,66
COc1ccc(NCC(=O)Nc2ncc(Cc3ccc(Cl)cc3)s2)cc1,45
O=C1NC(=O)C2C1C1(Cl)C(Cl)=C(Cl)C2(Cl)C1(Cl)Cl (configuration not stated),91
COc1cc(/C=N/n2c(COc3ccccc3)nc3ccccc3c2=O)ccc1O,119
COC(=O)CNC(=O)[C@H](Cc1ccccc1)NC(=O)[C@@H]1CCCN1C(=O)[C@H](Cc1ccccc1)NC(=O)[C@H](C)NC(=O)OCc1ccccc1,103
O=C(Nc1ccc(Br)cc1)c1cc(Br)c(O)c(Br)c1O,89
CCOP(=O)(OCC)/C(C#N)=C/c1cc(OC)ccc1OC,56
c1ccc(C2CCOCO2)cc1 (configuration not stated),109&93
COc1cc(NCC(O)CN(CC(C)C)CC(C)C)c2nc(C)ccc2c1 (configuration not stated),81
COC(=O)c1cc(-c2ccc(C)cc2)n(C(=O)CSc2nc3sc(C(N)=O)c(C)c3c(=O)n2Cc2ccccc2)n1,106
CCN(CC)c1ccc(C(=O)O)cc1,108

# The listing continues:
SMILES,HL-60(TB)
CN(C)CCOc1ccccc1Cc1ccc(Cl)cc1Cl,84
CN1CCN(Cc2ccc(NC(=O)c3cncc(C#Cc4cncn5ccnc45)c3)cc2C(F)(F)F)CC1,20
NN1C(=O)c2cnn(-c3ccccc3)c2N2CC(=O)CNN=C12,103
O=c1c2sc3ncccc3c2ncn1-c1cccc(Cl)c1,105
Cc1cc(-c2ccc(N)c(C)c2)ccc1N,72
COc1ccc(-c2c(NC(C)=O)noc2-c2cc(OC)c3c(c2OC)OCO3)cc1,90
C#CCN1C(=O)CN(/N=C/c2ccc([N+](=O)[O-])o2)C1=O,100
COc1cccc2nc(Nc3ccc(F)c(NC(=O)c4ccc(CN5CCN(C)CC5)c(C(F)(F)F)c4)c3)ccc12,-73*
COc1ccc(C(=O)/C=C/c2ccc(OCc3ccccc3)c(OC)c2)cc1OC,5.6*!
CCCCCCCCCCC(O)CCCCCCCCCC,102
COc1ccc(C(Cc2ccccc2)NCCN2CCOCC2)cc1 (configuration not stated),94
O=C(O)c1ccc(-n2cc(CNc3ccc(Br)cc3)c(-c3ccc(C(F)(F)F)cc3)n2)cc1,82
O=S(=O)(NCl)c1ccccc1,100
O=C(Cn1ccnc1)Nc1ccccn1,99
COc1ccc(-c2n/c(=C\c3c(O)[nH]c4ccccc34)cc3c2=Nc2ccccc2-3)cc1,-19*
CCCCCC/C=C/c1cc(O)c2c(c1)OC(C)(C)[C@H]1CC[C@H](C)C[C@H]21,100
Cc1[nH]c(/C=C/C(=O)c2ccc(C(F)(F)F)c(F)c2)c(C)c1C(=O)NC1CCCCC1,101&100
c1ccc(CCn2nnc3c(Nc4ccc(N5CCOCC5)cc4)ncnc32)cc1,97
CC(=O)OC[C@H]1O[C@@H](OCc2cn(CC(=O)O[C@@H]3C[C@]4(C)[C@H]5CC[C@@H]6[C@H]7[C@H](C(C)C)CC[C@]7(C(=O)O)CC[C@@]6(C)[C@]5(C)CC[C@H]4C(C)(C)C3=O)nn2)[C@H](OC(C)=O)[C@@H](OC(C)=O)[C@@H]1OC(C)=O,64
Cn1cc(-c2csc(-c3cn(CCOC(N)=O)c4ccccc34)n2)c2cccnc21,87
CCCCCn1ncc(-c2c(O)c(O)cc3c(O)c(-c4c(C)cc5c(-c6cnn(CCCCC)n6)c(O)c(O)cc5c4O)c(C)cc23)n1,-22*
CCCS(=O)(=O)Nc1ccc(C(=O)CC2(O)C(=O)Nc3ccc(F)cc32)cc1 (configuration not stated),101
Cc1cnc(C)c2ccccc12,88
NC(=O)c1[nH]cnc1/N=N/N(CCO)CCO,53
Nc1n[nH]c2cccc(C#Cc3cccc(NC(=O)c4cc(C(F)(F)F)cc(C(F)(F)F)c4)c3)c12,99
NC1CCCc2ccccc21 (configuration not stated),78
CC(Oc1ccc(Cl)cc1Cl)C(=O)O (configuration not stated),98
Cc1ccc2nc(COc3ccc(C(=O)N/N=C/c4ccc(N(C)C)cc4)cc3)[nH]c2c1,60
Cc1nc2ccc(Br)cn2c1-c1nnc(SCc2ccc(Br)cc2)o1,92
COc1ccc(S(=O)(=O)NCCNc2nccc(-c3c(-c4ccc(F)cc4)nc4sccn34)n2)cc1OC,97
COc1cc(-c2n/c(=C\c3c(O)[nH]c4ccc(Cl)cc34)cc3c2=Nc2ccccc2-3)cc(OC)c1OC,48
O=C1c2cccnc2C(=O)c2c1c(C(=O)OCCCN1CCCCC1)c1ccccn21,-22*
COc1cc2c(cc1NC(=O)c1ccccc1-c1ccccc1C(=O)O)-c1ccccc1C2,91
c1ccc2cc(OCNCOc3ccc4ccccc4c3)ccc2c1,80
CC12CCC3C(=CCc4cc(O)ccc43)C1CCC2O (configuration not stated),94
O=Cc1ccc2ccccc2c1,96
CCn1c(-c2cc3ccc2CCc2ccc(cc2)CC3)n[nH]c1=S,100
CC(=O)c1ccc2cc3c(cc2c1)OCO3,138
C=CCOc1c(Br)cc(Br)cc1Br,76
COc1ccc(C2=NN(C(C)=O)C(c3c(C)nn(-c4ccccc4)c3N3CCOCC3)C2)cc1 (configuration not stated),101
CSc1nc2ncncc2[nH]1,91
CC(C)COC(=O)OCC(C)C,100
Cc1nn(-c2ccc(F)cc2)c2ncnc(Nc3ccc(F)cc3)c12,84
CC1CCCC1(N)C(=O)O (configuration not stated),103
CC1OC2CC(=O)OC2C2=C1C(=O)c1c(O)c3c(c(O)c1C2=O)C1CC(O)C3(O)C(C)O1 (configuration not stated),-27*
CCCCC/C=C/C/C=C/CCCCCCCCNC(=O)Nc1ccccc1OC,102
O=C(NO)/C(CC(=O)c1ccc(O)cc1O)=N\O,112
CC(=O)OCCCCN1C=C/C(=C\C(=O)n2ccc3ccccc32)c2ccccc21,99
CN(C)c1ccc(Sc2ccc3nc(N)nc(N)c3c2)cc1,24
CC12CCC3C4(C)COC(c5ccco5)OC4CCC3(C)C1CC(C1=CCOC1=O)O2 (configuration not stated),98
COc1cc(/C=C2/C=C(c3ccc(Cl)cc3)N(CCc3ccc(S(N)(=O)=O)cc3)C2=O)cc(OC)c1OC,74
N=C(N)c1ccc(-c2nc3ccc4[nH]ncc4c3c3c2CCCC3)cc1,107
Cc1ccccc1-n1c(C)nc2ccc(N3CCNC3=O)cc2c1=O,102
CCCN(C)CC(C)(O)CNc1cc(OC)cc2cccnc12 (configuration not stated),94
CC(=O)Nc1ccc(F)c(Cl)c1F,119
Cc1ccc(S(=O)(=O)Oc2ccc(-c3cnc4ccccc4n3)cc2)cc1,110
COC(=O)[C@@H]1CCCN1C(=O)[C@@H]1CCCN1C(=O)[C@H](Cc1ccccc1)NC(=S)Nc1cc(C(F)(F)F)cc(C(F)(F)F)c1,56
N#C/C(=C\n1ccc(=O)[nH]c1=S)C(=O)c1ccc2ccccc2c1,99
C=CCNC(=S)/N=C/C(C(=O)Nc1ccccc1)=C(/C)O,97
O=C1c2ccccc2C(=O)c2c([N+](=O)[O-])ccc(Cl)c21,111
CCOC(=O)c1nn(-c2ccccc2)/c(=N/N=Cc2cn(-c3ccccc3)nc2-c2cc3ccccc3oc2=O)s1,100
COc1ccc(C(Cc2ccccc2)N2CCCCC2)cc1 (configuration not stated),114
CCOC(=O)C1C(=O)C=C(c2ccccc2)CC1c1sc(N(C)Cc2ccccc2)nc1Cl (configuration not stated),78

# In the list so far, 15 have an NH in an aromatic ring.
SMILES,HL-60(TB)
CC(C)C[C@@H]1NC(=O)[C@@H](NC(=O)[C@@H]2CCC(=O)N2)[C@H](C(C)C)c2ccc3c4c([nH]c3c2)-n2cnc(c2)C[C@@H](C(=O)O)NC(=O)[C@@H](CCCN=C(N)N)NC(=O)[C@@H]2CCCN2C(=O)[C@H](C4)NC(=O)[C@H](C(C)C)NC1=O,94
NC(N)=NC(N)=NCCc1c[nH]c2ccc(O)cc12,109[100 µM]
CC(C)C(=O)Nc1ccc(-c2nc(-c3cccc(O)c3)c(-c3ccnc(Br)c3)[nH]2)cc1,-40*
NC(N)=N/N=C\c1c[nH]c2ccccc12,112
N#Cc1c(-c2cccc(F)c2)cc(-c2ccc(Br)s2)[nH]c1=O,67
COc1ccc(-c2n/c(=C\c3c(O)[nH]c4ccccc34)cc3c2=Nc2ccccc2-3)cc1,-19*
Cc1[nH]c(/C=C/C(=O)c2ccc(C(F)(F)F)c(F)c2)c(C)c1C(=O)NC1CCCCC1,101&100
NC(=O)c1[nH]cnc1/N=N/N(CCO)CCO,53
Nc1n[nH]c2cccc(C#Cc3cccc(NC(=O)c4cc(C(F)(F)F)cc(C(F)(F)F)c4)c3)c12,99
Cc1ccc2nc(COc3ccc(C(=O)N/N=C/c4ccc(N(C)C)cc4)cc3)[nH]c2c1,60
COc1cc(-c2n/c(=C\c3c(O)[nH]c4ccc(Cl)cc34)cc3c2=Nc2ccccc2-3)cc(OC)c1OC,48
CCn1c(-c2cc3ccc2CCc2ccc(cc2)CC3)n[nH]c1=S,100
CSc1nc2ncncc2[nH]1,91
N=C(N)c1ccc(-c2nc3ccc4[nH]ncc4c3c3c2CCCC3)cc1,107
N#C/C(=C\n1ccc(=O)[nH]c1=S)C(=O)c1ccc2ccccc2c1,99

# 3 of the compounds above, as labelled records:
C=CCNC(=S)/N=C/C(C(=O)Nc1ccccc1)=C(/C)O
  HL-60(TB): 97

Cc1ccc(S(=O)(=O)Oc2ccc(-c3cnc4ccccc4n3)cc2)cc1
  HL-60(TB): 110

COc1cc(/C=C2/C=C(c3ccc(Cl)cc3)N(CCc3ccc(S(N)(=O)=O)cc3)C2=O)cc(OC)c1OC
  HL-60(TB): 74
